# Compound activity: PubChem BioAssay, several laboratories
# TAAR1 antag: antagonists of human TAAR1; Q96RJ0; CHO RD-HGA16 TAAR1, Fluo-8 calcium fluorescence, antagonist; inhibition, % at 3 µM; 1.5% of 360,000 active; AID 624466;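 active = inhibition above a per-plate cutoff, the mean inhibition of test compounds on that plate plus 3 SD, cut at about 49% in these data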;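 also: 0% = DMSO plus EC80 beta-PEA response and 100% = DMSO alone without agonist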
# Target sequence (Q96RJ0 whole entry, looked up): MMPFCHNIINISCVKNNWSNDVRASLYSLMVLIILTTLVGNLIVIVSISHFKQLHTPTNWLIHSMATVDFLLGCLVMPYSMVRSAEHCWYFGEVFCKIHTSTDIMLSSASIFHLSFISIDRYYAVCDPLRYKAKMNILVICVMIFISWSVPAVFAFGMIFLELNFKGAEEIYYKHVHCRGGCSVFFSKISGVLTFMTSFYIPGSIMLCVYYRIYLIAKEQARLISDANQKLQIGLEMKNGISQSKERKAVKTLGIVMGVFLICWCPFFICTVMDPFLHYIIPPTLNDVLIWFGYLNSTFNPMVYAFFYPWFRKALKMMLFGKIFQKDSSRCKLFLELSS
#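 test system = CHO RD-HGA16 cells bearing hTAAR1 | replication = singlicate | controls = DMSO-only wells and EC80 β-PEA-stimulated wells | reagent = EC80 β-phenethylamine stimulus | read-out basis = percent inhibition of PEA-evoked calcium signal, max/basal emission ratio | schedule = seeding 17-24 h prior, 75-min 37 °C, 30-min RT dye loading | signal = kinetic Fluo-8 calcium fluorescence measurement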
# M4 PAM: potentiates acetylcholine response at human M4 receptor. P08173. CHO-K1 hM4/Gqi5, Fluo-8 calcium fluorescence, ACh EC20; 0% = ACh EC20, 100% = maximal ACh. activation, % at 3 µM. 0.4% of 360,000 active;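 active = activation above its plate's cutoff, the mean activation of sample wells plus 3 SD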; also: some results filed as inactive read as strong as hits
# Target sequence (P08173 whole entry, looked up): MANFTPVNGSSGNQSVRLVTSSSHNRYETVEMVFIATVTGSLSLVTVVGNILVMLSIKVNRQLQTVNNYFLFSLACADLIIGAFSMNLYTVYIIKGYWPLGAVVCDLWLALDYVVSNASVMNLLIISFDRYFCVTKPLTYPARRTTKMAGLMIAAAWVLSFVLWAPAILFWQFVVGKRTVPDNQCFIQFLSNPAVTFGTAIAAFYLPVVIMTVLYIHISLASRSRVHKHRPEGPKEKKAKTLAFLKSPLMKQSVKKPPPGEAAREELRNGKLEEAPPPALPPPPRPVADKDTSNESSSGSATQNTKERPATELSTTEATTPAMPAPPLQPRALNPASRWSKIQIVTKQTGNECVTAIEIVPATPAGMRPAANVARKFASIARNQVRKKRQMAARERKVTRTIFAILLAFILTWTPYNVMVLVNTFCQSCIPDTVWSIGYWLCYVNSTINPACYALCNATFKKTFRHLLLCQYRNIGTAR
# CRFBP-R2 agonist: agonists of human CRF-binding protein/CRF-R2 receptor complex | HEK293 CRF-R2/CRF-BP, calcium dye fluorescence (FLIPR); percent of saturating CRF peptide response | activation, % at 13.2 µM | AID 588473 | 0.46% of 350,000 active;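 active = activation of at least 50%, plus an integration ratio under a set limit after plate pattern correction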;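 also: plate controls were neutral control wells without compound for no effect and CRF at EC100 for full effect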
# M5 antag: antagonists of human muscarinic M5 receptor (CHRM5) | P08912 | CHO-hM5 cells, Fluo-8 calcium fluorescence, ACh EC80 | inhibition, % at 3 µM | 0.59% of 360,000 active | AID 624040;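 active = inhibition above a per-plate cutoff, the mean of that plate's test compounds plus 3 SD, cut at about 27% in these data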;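 also: 0% = acetylcholine EC80 with DMSO and 100% = DMSO without agonist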
# TAAR1 ag: human TAAR1 agonism | Q96RJ0 | CHO RD-HGA16 TAAR1, Fluo-8 calcium fluorescence; vehicle wells 0%, saturating PEA agonist 100% | activation, % at 3 µM | 0.99% of 360,000 active | AID 624467;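 active = activation above the mean activation of all test compounds in the run plus 3 SD, cut at about 38% in these data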
#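 Test system: RD-HGA16 (CHO) cells co-expressing Gα16 and hTAAR1 / Benchmarks: DMSO vehicle as 0%, PEA at EC100 as 100% / Repeats: no replicates (n 1) / Measure: % activation from peak over basal fluorescence ratio, DMSO-to-PEA scaled / Timing: 17-24 h plating, Fluo-8 75 min 37 °C, 30 min RT / Technique: kinetic Fluo-8 calcium fluorescence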
# CRFBP-R2 block: antagonists of CRF-binding protein/CRF-R2 receptor complex; HEK293 CRF-R2/CRF-BP, CRF-induced calcium fluorescence; inhibition, % at 11.8 µM; 0.59% of 350,000 active; AID 588475;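 active = inhibition of the ligand-induced calcium signal above about 50% at the single tested concentration, limit read from the data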
# CHRM5 agonist: CHRM5 agonism in calcium assay; P08912; CHO-K1 hM5 cells, Fluo-8 calcium fluorescence; 0% DMSO wells, 100% maximal acetylcholine response; activation, % at 3 µM; 0.19% of 360,000 active; AID 624037;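 active = activation above the run's mean over test compounds plus 3 SD, cut at about 23% in these data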;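 also: signal is peak over basal fluorescence ratio across the kinetic read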
# M1 PAM parental: nonselective activator or artifact in parental CHO-K1 calcium assay; 0.02% of 360,000 active; activation, % at 3 µM; ATP EC20, Fluo-8 calcium fluorescence; 0% at ATP EC20, 100% at ATP max;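 active = activation above the run cutoff, the mean activation of all test compounds plus 3 SD, cut at about 40% in these data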;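 also: peak over basal fluorescence ratio in a 140 s read after ATP addition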
# CHRM5 PAM: positive allosteric modulators of human muscarinic M5 receptor | 0.3% of 360,000 active | P08912 | CHO-K1 hM5, Fluo-8 calcium, ACh EC20 PAM; 0% = ACh EC20, 100% = ACh EC100 | activation, % at 3 µM | AID 624038;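 active = activation above the run cutoff, the mean activation of all test compounds plus 3 SD, cut at about 18% in these data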
#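 System: CHO-K1 hM5 cells. Reagent: acetylcholine, EC20 level. Compound dosing: single dose, 3 µM nominal final test concentration. Timing: Post-acetylcholine fluorescence recording 140 s. Detection: Fluo-8 calcium fluorescence. Read-out: % activation, ACh-normalized. Benchmarks: ACh EC20 and EC100 wells. Repeats: singlicate, one well per test compound.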
# Active calls of the source: *; nt = no result given.
SMILES,TAAR1 antag,M4 PAM,CRFBP-R2 agonist,M5 antag,TAAR1 ag,CRFBP-R2 block,CHRM5 agonist,M1 PAM parental,CHRM5 PAM
O=C(Nc1ccccc1C(F)(F)F)N1CCC(N2CCCCC2)CC1,2,17,0.1,-2,0,11,-4,20,-1
COc1cc(NC(=O)c2cc(-c3ccc(C)cc3)on2)cc(OC)c1OC,2,0,0.2,-1,3,8,7,18,1
CN1CCN(c2ccc(S(=O)(=O)N3CCCCC3)cc2NC(=O)COc2ccc([N+](=O)[O-])cc2)CC1,0,-4,-0.1,-4,0,0,1,-22,0
O=C(NCCN1CCOCC1)c1c(F)c(F)c(F)c(F)c1F,9,-5,-0.7,0,1,-15,-3,14,-1
O=C(NCc1ccccn1)Nc1ccccc1Cl,-19,0,-0.7,0,1,3,-3,16,2
NC(=N\N=CCc1ccccc1)/C(N)=N/N=CCc1ccccc1,15,-2,1.5,15,4,-4,2,-5,2
O=C(/C=C/c1ccc(S(=O)(=O)NCc2ccco2)cc1)NCc1cccc(Cl)c1,11,-8,-0.8,32*,3,-4,-9,16,-18
O=c1[nH]cnc2sc3c(c12)CCC3,-2,-2,1.0,5,1,-16,-2,17,-3
O=C(COc1ccc2c3c(c(=O)oc2c1)CCC3)Nc1ccc(CCO)cc1,-5,0,0.8,14,3,-12,-2,10,-7
NC(=S)NN=C1c2cc(OCCN3CCOCC3)ccc2-c2ccc(OCCN3CCOCC3)cc21,4,-4,-1.1,7,4,-7,-1,-5,-8
CN(c1cccc(NC(=O)CN(c2cccc(Cl)c2)S(=O)(=O)c2ccc(Cl)cc2)c1)S(C)(=O)=O,34,-8,8.6,2,4,26,2,-10,-3
COCCOc1ccc(C(F)(F)F)cc1NC(=O)COC(=O)Cc1c[nH]c2ccccc12,25,0,0.2,-2,5,-16,4,13,3
COC(=O)C1=C(NC(=O)C(C)(C)C)CCS1,-28,8,-1.0,-9,4,6,-2,26,7
O=C(NCCOc1ccccc1F)c1cc(F)c(F)cc1Cl,-5,16,2.1,0,4,5,-2,18,-4
Cn1c2ccccc2c2nn(-c3ccccc3)c(=O)cc21,0,5,-0.3,-7,0,15,3,14,4
Cc1cc2ncc(-c3cccc(Cl)c3)cn2n1,-33,8,0.3,8,4,-1,-3,11,0
O=C(NCCc1nc(-c2ccccc2Cl)no1)C1CCCCC1,7,1,-0.6,-1,4,-2,4,-1,-7
COCC(=O)N/N=C\c1ccc(OC/C=C/c2ccccc2)c(OC)c1,-8,8,-1.2,-5,0,9,0,-27,5
CCOC(=O)N/N=C(\C)c1ccccc1OC(F)F,-4,-5,-0.2,-6,-1,3,-1,9,-3
O=C(/C=C/c1ccco1)N(Cc1cccc(F)c1)C1CCS(=O)(=O)C1 (stereo not drawn),-3,0,-0.3,-5,1,-6,-2,23,4
COc1cccc(NC(=O)CSc2nnnn2C2CCCCC2)c1,9,11,-1.6,2,-3,-3,-1,4,1
Cc1cc(C)cc(NC(=O)COC(=O)Cn2cnc3c2c(=O)n(C)c(=O)n3C)c1,-2,-3,1.0,10,10,-9,1,-20,-5
O/N=C1\CC/C(=N\O)c2nn(-c3ccccc3Cl)nc21,2,3,-0.9,0,5,0,4,1,-3
COc1ccccc1CCc1nnc(CCC(=O)NCCCOc2cccnc2)o1,-6,1,-1.9,4,5,12,1,-11,2
COCCn1c(SCC(=O)Nc2ccccc2)nc2c(oc3ccccc32)c1=O,5,-1,1.6,-3,1,1,0,2,1
# Following part
SMILES,TAAR1 antag,M4 PAM,CRFBP-R2 agonist,M5 antag,TAAR1 ag,CRFBP-R2 block,CHRM5 agonist,M1 PAM parental,CHRM5 PAM
O=C1NC(CCc2ccccc2)C(=O)N1Cc1cccc2ccccc12 (stereo not drawn),-6,6,0.6,-2,1,-20,2,27,-1
Cn1ccsc1=NC(=O)c1ccc(S(C)(=O)=O)cc1,4,11,-0.2,5,-2,-1,-2,19,-2
COc1cc2c(cc1OC)-c1cc(Nc3ccccc3C)nc(=O)n1CC2,-5,-10,-0.6,13,-3,7,0,23,-4
CCN(CCN(C)C)C(=O)c1ccc2c(c1NCCO)C(=O)c1ccccc1C2=O,-21,2,-12,7,-1,7,-5,-9,1
CCNC(=O)C1(C)CCCN(C(=O)c2ccc3c(c2)C(C)(C)CCC3(C)C)C1 (stereo not drawn),-6,2,nt,6,2,nt,5,-17,1
CSC1=N/C(=C\c2ccc(F)cc2)C(=O)S1,-8,6,-2.2,-18,1,23,-1,9,1
Cc1ccsc1-c1nc(CSCC(=O)N2CCN(c3ccccc3)CC2)c(C)o1,18,-14,-0.8,6,-1,-14,4,10,-16
COc1cc(OC)c(/C=C2\C(=O)Nc3ccccc32)c(OC)c1,14,nt,-2.0,nt,5,11,nt,nt,nt
O=C(c1ccc(F)cc1)C1CCN(C(=O)c2c(F)cccc2F)CC1,-8,-5,-0.6,25,6,-5,-8,8,5
CCN(CC)C(=O)c1n[nH]c(=O)c2ccccc12,-2,9,-0.5,0,8,13,-2,17,-7
COc1ccc(C2/C=C\CN(C(=O)OCC3c4ccccc4-c4ccccc43)CC(=O)N2Cc2cccc(F)c2)cc1 (stereo not drawn),-27,4,3.7,-7,1,-10,1,5,0
CC(C)=CCC[C@H](C)C[C@@H]1Cc2[nH]c(=S)[nH]c(=O)c2[C@@H](c2ccc(F)cc2)O1,-7,-2,nt,3,-1,nt,4,22,0
O=C(Nc1nnc(SCCC2OCCO2)s1)C1CC(=O)N(c2ccccc2)C1 (stereo not drawn),-16,-3,3.1,-5,2,0,-1,28,0
COC(=O)/C(=C\C(=O)c1ccccc1)Nc1ccc(OC)cc1,-3,0,-1.1,30*,3,-1,3,13,27*
COc1ccc(-c2cc(-c3cccs3)c(C#N)c(SCC(=O)NCc3ccccc3OC)n2)cc1,10,-1,-2.2,2,10,16,0,20,2
NS(=O)(=O)c1ccc(NC(=S)NCc2ccco2)cc1,-18,-1,1.1,3,8,10,-1,18,11
Cc1ccc(-c2c(C(=O)O)c(C(=O)O)c3n2CSC3)cc1,-3,6,0.2,1,0,12,0,2,5
COc1cc(C2C(C#N)=C(N)N(c3cccnc3)C3=C2C(=O)CC(C)(C)C3)ccc1O (stereo not drawn),-8,0,2.6,3,1,8,3,18,-3
Cc1cc(N(C)/N=C/c2ccccc2O)nc(-c2ccccc2O)n1,15,1,-0.4,2,8,-4,-1,10,-5
O=C(O)c1ccc2c(=O)n(-c3ccc(F)cc3)c(=S)[nH]c2c1,-7,1,2.9,-3,2,-4,2,14,-1
COc1ccc(-c2nnc(SCC(=O)Nc3nncs3)o2)cc1,-11,1,0.3,11,2,-20,2,12,0
COc1ccc(C2(c3ccc(OC)cc3)NC(=O)N(CC(=O)NCC(C)c3ccccc3)C2=O)cc1 (stereo not drawn),57*,-4,1.2,25,22,-8,4,12,-20
O=C(CCC(=O)OCCCC(F)(F)C(F)(F)F)Nc1ccccc1,-8,-4,2.1,7,7,-4,2,10,-3
CN(C)c1nc(N)nc(/C(C#N)=C/C2CC3C=CC2C3)n1 (stereo not drawn),-4,-1,6.7,-5,6,-4,-1,15,-1
Cc1ccc(C)c(OCC(=O)Nc2ccccc2N2CCCC2)c1,11,0,-0.2,-2,-3,-7,-2,-17,-1
C=CCN1C(=O)c2ccc(C(=O)N3CCN(S(=O)(=O)c4ccccc4Br)CC3)cc2C1=O,-4,-2,0.9,10,7,-6,-4,-24,-4
CCNc1nc(Oc2ccccc2)nc(OC(C)C(=O)OCC)n1 (stereo not drawn),13,3,0.7,5,4,1,-1,-8,-5
COCCNC(=O)c1cc2c(c(-c3cccc(C#Cc4ccc(OC)c(OC)c4)c3)n1)[C@@H](CCO)N(S(=O)C(C)(C)C)C2 (stereo partly drawn),-17,-6,nt,4,1,nt,-7,-11,-10
Cc1noc(C)c1C(=O)NC(C)C12CC3CC(CC(C3)C1)C2 (stereo not drawn),14,-3,-1.3,1,5,-5,-3,16,3

# Results in TAAR1 antag and CRFBP-R2 agonist (three entries from above):
molecule,TAAR1 antag,CRFBP-R2 agonist
CC(C)=CCC[C@H](C)C[C@@H]1Cc2[nH]c(=S)[nH]c(=O)c2[C@@H](c2ccc(F)cc2)O1,-7,nt
Cc1cc(N(C)/N=C/c2ccccc2O)nc(-c2ccccc2O)n1,15,-0.4
COc1cc2c(cc1OC)-c1cc(Nc3ccccc3C)nc(=O)n1CC2,-5,-0.6

# Structural class, those above containing an aryl methoxy group (13)
SMILES,TAAR1 antag,M4 PAM,CRFBP-R2 agonist,M5 antag,TAAR1 ag,CRFBP-R2 block,CHRM5 agonist,M1 PAM parental,CHRM5 PAM
COc1cc(NC(=O)c2cc(-c3ccc(C)cc3)on2)cc(OC)c1OC,2,0,0.2,-1,3,8,7,18,1
COCC(=O)N/N=C\c1ccc(OC/C=C/c2ccccc2)c(OC)c1,-8,8,-1.2,-5,0,9,0,-27,5
COc1cccc(NC(=O)CSc2nnnn2C2CCCCC2)c1,9,11,-1.6,2,-3,-3,-1,4,1
COc1ccccc1CCc1nnc(CCC(=O)NCCCOc2cccnc2)o1,-6,1,-1.9,4,5,12,1,-11,2
COc1cc2c(cc1OC)-c1cc(Nc3ccccc3C)nc(=O)n1CC2,-5,-10,-0.6,13,-3,7,0,23,-4
COc1cc(OC)c(/C=C2\C(=O)Nc3ccccc32)c(OC)c1,14,nt,-2.0,nt,5,11,nt,nt,nt
COc1ccc(C2/C=C\CN(C(=O)OCC3c4ccccc4-c4ccccc43)CC(=O)N2Cc2cccc(F)c2)cc1 (stereo not drawn),-27,4,3.7,-7,1,-10,1,5,0
COC(=O)/C(=C\C(=O)c1ccccc1)Nc1ccc(OC)cc1,-3,0,-1.1,30*,3,-1,3,13,27*
COc1ccc(-c2cc(-c3cccs3)c(C#N)c(SCC(=O)NCc3ccccc3OC)n2)cc1,10,-1,-2.2,2,10,16,0,20,2
COc1cc(C2C(C#N)=C(N)N(c3cccnc3)C3=C2C(=O)CC(C)(C)C3)ccc1O (stereo not drawn),-8,0,2.6,3,1,8,3,18,-3
COc1ccc(-c2nnc(SCC(=O)Nc3nncs3)o2)cc1,-11,1,0.3,11,2,-20,2,12,0
COc1ccc(C2(c3ccc(OC)cc3)NC(=O)N(CC(=O)NCC(C)c3ccccc3)C2=O)cc1 (stereo not drawn),57*,-4,1.2,25,22,-8,4,12,-20
COCCNC(=O)c1cc2c(c(-c3cccc(C#Cc4ccc(OC)c(OC)c4)c3)n1)[C@@H](CCO)N(S(=O)C(C)(C)C)C2 (stereo partly drawn),-17,-6,nt,4,1,nt,-7,-11,-10

# Compounds as they come (roughly 4.2% active in at least one column).
